iPSC survival up – enhancers of single-cell hiPSC survival, primary screen, ATPlite luminescence. 100% = ROCK inhibitor wells, 0% = DMSO. survival enhancement, % at 20 µM. 0.044% of 360,000 active. AID 602274, 2012; in the data active = survival enhancement above about 18%;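 note: cells exposed to compounds for 16 hours before the ATP read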
HIF-2a block – HIF-2a reporter inhibitors, primary screen, luminescence, 786-0 RCC cells | 786-0 RCC cells HIF-2a reporter, luciferase luminescence, overnight | 0.72% of 360,000 active | inhibition, % at 18.8 µM;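 active = inhibition of the luminescence signal of 40% or more relative to plate controls, in a single-dose primary screen at 18.75 µM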
Peg3 prom inh – Peg3 promoter-driven luciferase inhibitors, primary screen, cell-based, HeLa, luciferase luminescence | HeLa PEG-Prom luciferase reporter, overnight | 1.7% of 360,000 active | inhibition, % at 20 µM | AID 588405, 2011;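 active = inhibition of at least 50% at 20 µM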
KKLEB cytotox – cytotoxicity in KKLEB CF airway cells, primary screen, cytotoxicity control for CF NF-kB inhibitor project, cell-based, uHTS, fluorescence assay plates | KKLEB CF airway cells viability, ATPlite luminescence, overnight; active compounds read low; cells stimulated with P. aeruginosa culture filtrate | activity change (cytotoxicity), % at 5 µM | 0.36% of 360,000 active | AID 602141, 2011;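 active = corrected activity change at or below -50% at 5 µM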
Shn3 inh set2 – reduction of Shn3 3'UTR firefly luciferase signal, primary screen, Schnurri-3 inhibitor project, cell-based, Clone20 osteoblasts, set 2. 0.52% of 360,000 active. inhibition, % at 12.5 µM. Clone20 osteoblast Shn3 3'UTR firefly luciferase, 24 h;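 active = mean inhibition of at least 75% with every replicate also reaching 75%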;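 note: 0% = median of neutral control wells and 100% = pilot-screen positive control compound; some compounds past the cut are filed as inactive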
CF NFkB inh – inhibitors of PAF-induced NF-kB signaling, primary screen, cell-based, GFP fluorescence, uHTS; KKLEB NF-kB-GFP reporter, GFP fluorescence overnight; inhibition, % at 5 µM; 0.86% of 360,000 active; AID 588850, 2011;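 active = at least 50% inhibition at 5 µM, scaled per plate between neutral and stimulator controls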;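 note: PAF is a Pseudomonas aeruginosa culture filtrate used as stimulus; plate controls were PAF-stimulated DMSO wells for no effect and unstimulated DMSO wells for full effect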
NR2E3 ag-1 – inhibitors of NR2E3-RetCOR corepressor binding, primary screen, NR2E3 agonist project, biochemical, TR-FRET, GST-NR2E3, biotin-RetCOR; 1536-well; inhibition of corepressor binding, % at 4.78 µM; 0.12% of 320,000 active; AID 2300, 2010;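 active = percent inhibition above the cutoff of mean plus 3 SD of all tested compounds, set per screening campaign, cut at about 20% in these data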;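 note: 0% = DMSO wells and 100% = biotin wells as full block of FRET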
Target sequence (Q9Y5X4 whole entry, looked up): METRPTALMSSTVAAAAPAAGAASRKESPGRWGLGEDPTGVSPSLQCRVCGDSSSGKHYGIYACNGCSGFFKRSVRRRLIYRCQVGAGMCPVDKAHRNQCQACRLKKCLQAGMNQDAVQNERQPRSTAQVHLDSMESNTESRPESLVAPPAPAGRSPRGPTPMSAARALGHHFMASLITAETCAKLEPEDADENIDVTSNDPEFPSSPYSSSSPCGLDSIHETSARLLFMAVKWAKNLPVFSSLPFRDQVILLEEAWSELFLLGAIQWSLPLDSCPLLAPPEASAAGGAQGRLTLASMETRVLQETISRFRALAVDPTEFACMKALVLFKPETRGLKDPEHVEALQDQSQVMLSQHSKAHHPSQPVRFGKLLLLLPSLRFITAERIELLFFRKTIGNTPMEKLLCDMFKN
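Assay system: NR2E3–RetCOR corepressor complex. Quantity: 1.35 nM GST-NR2E3. Buffer or medium: pH 7.5 Tris-based buffer. Reagent: biotinylated RetCOR corepressor at 7 nM final. Schedule: 5 h at 4 °C. Detection: TR-FRET, emission read at 617 and 671 nm. Replicates: one well per compound, singlicate testing.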
TRPM1 prom inh – inhibitors of MITF-dependent TRPM1 promoter reporter, primary screen, cell-based, SK-MEL-5, single point, luciferase | SK-MEL-5 TRPM1 promoter luciferase, 24 h | inhibition, % at 12.5 µM | 0.83% of 330,000 active;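 active = mean inhibition across replicates of 60% or more, whatever share of single replicates reaches that level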; note: values of inactives mirror those of a sister screen read the other way
NR2E3 ag-2 – NR2E3 agonists in two-hybrid cells, primary screen, cell-based, luminescence, CHO-S, Gal4-NCOR/VP16-NR2E3 | Photoreceptor-specific nuclear receptor (Homo sapiens), Q9Y5X4 | luciferase | inhibition of corepressor binding, % at 3.98 µM | 0.35% of 360,000 active | AID 602229, 2012;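 active = inhibition above the mean of all tested compounds plus 3 SD, cut at about 70% in these data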;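 note: 0% = DMSO with NR2E3 transfected cells and 100% = cells lacking NR2E3 construct; higher means lower luciferase signal from less NR2E3 corepressor binding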
C8 TRAIL sens – viability loss with TRAIL in NB7+C8 cells, primary screen, TRAIL sensitizer project, cell-based, ATPlite luminescence; inhibition (viability loss, TRAIL sensitization), % at 10 µM; 1% of 360,000 active; AID 624354, 2012;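 active = compounds causing at least 50% loss of cell viability in the single-dose screen, relative to plate controls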
EBV LMP1 NFkB – EBV LMP1-driven NF-kappaB luciferase reporter inhibitors, primary screen, cell-based, luminescence, single point. LMP1-induced NF-kappaB luciferase reporter cells. inhibition, % at 12.5 µM. 0.69% of 350,000 active. AID 504558, 2011; in the data active = inhibition above about 41%;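 note: 0% = neutral control wells and 100% = reference inhibitor control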
An asterisk follows results filed as active; . = not tested or not shown. An excerpt; rates above refer to the full screens.

Sample of the layout:
Values run as follows: iPSC survival up	HIF-2a block	Peg3 prom inh	KKLEB cytotox	Shn3 inh set2	CF NFkB inh	NR2E3 ag-1	TRPM1 prom inh	NR2E3 ag-2	C8 TRAIL sens	EBV LMP1 NFkB
COC(=O)c1cc(C(=O)OCC(=O)N(C)c2ccccc2)cc([N+](=O)[O-])c1
→ -0.2	7.6	2.8	2.7	-5.8	-12.3	-0.6	-2.9	-8.5	3.7	6.7
COCC(=O)NC1CC2CCCC(C1)N2Cc1ccccc1 (configuration not stated)
→ -1.6	16.2	3.2	1.5	-15.0	5.0	4.0	13.1	-10.7	-20.7	-11.1

The whole of this part, repeating the preview:
Values run as follows: iPSC survival up	HIF-2a block	Peg3 prom inh	KKLEB cytotox	Shn3 inh set2	CF NFkB inh	NR2E3 ag-1	TRPM1 prom inh	NR2E3 ag-2	C8 TRAIL sens	EBV LMP1 NFkB
COC(=O)c1cc(C(=O)OCC(=O)N(C)c2ccccc2)cc([N+](=O)[O-])c1
→ -0.2	7.6	2.8	2.7	-5.8	-12.3	-0.6	-2.9	-8.5	3.7	6.7
COCC(=O)NC1CC2CCCC(C1)N2Cc1ccccc1 (configuration not stated)
→ -1.6	16.2	3.2	1.5	-15.0	5.0	4.0	13.1	-10.7	-20.7	-11.1
CCN(CC)c1ccc(NC(=O)C2CCCN(S(=O)(=O)c3cnc[nH]3)C2)c(C)c1 (configuration not stated)
→ 1.3	-2.6	4.8	1.4	-18.1	-6.0	-3.0	8.7	-25.0	-15.2	-0.1
O=C(Cc1c(Cl)cccc1Cl)OCc1ccccn1
→ -0.4	-167.9	-154.7	1.1	-41.8	8.6	3.7	-81.7	-12.5	-6.0	-14.8
CC(C)(C)OC(=O)N1Cc2cc3ccccc3nc2C1CO (configuration not stated)
→ -0.7	-18.8	-33.4	-20.5	-24.8	-5.9	0.4	1.1	-10.6	-7.2	-7.3
Cc1ccc(O)c(C=Nc2cc(C)ccc2O)c1
→ -0.1	-208.2	-17.3	26.4	16.2	-1.7	-2.7	12.4	-9.7	6.7	-15.4
O=C1C2CCCCN2C(=O)N1CCCCN1CCN(c2cccc(C(F)(F)F)c2)CC1 (configuration not stated)
→ 0.2	10.1	22.3	-11.5	-5.4	15.1	.	-4.8	12.1	-1.0	5.2
CCCCSc1nnc(-c2ccc(C)cc2)n1C
→ -2.4	-185.7	-192.1	-2.6	-10.6	-11.2	-1.1	-26.9	-84.9	22.5	-11.6
CC1(NC(=O)CN2CCN(c3cnn(-c4ccccc4)c(=O)c3Cl)CC2)CCS(=O)(=O)C1 (configuration not stated)
→ -1.3	8.5	2.8	18.9	-8.7	-9.6	3.6	4.5	5.8	-4.7	2.5
O=C(O)Cn1cnc2c(oc3ccccc32)c1=O
→ -0.7	-21.9	-1.7	-10.6	-15.8	-18.6	1.0	9.3	-15.4	-3.6	-6.1
O=C(CCc1ccccc1)c1c(O)cc(O)cc1O
→ -0.7	-69.5	-29.9	9.5	-0.5	10.3	5.0	-4.4	-23.3	2.9	1.0
O=C(NCCc1ccccc1Cl)C1CCC(=O)N(Cc2ccc(Cl)cc2)C1 (configuration not stated)
→ 0.6	-19.6	-6.5	-3.4	-15.1	1.8	0.1	-6.3	-41.1	-5.7	-5.1
Cc1ccc(-c2nnc(N3CCCCC3)c3ccccc23)cc1S(=O)(=O)N1CCN(C)CC1
→ 6.2	10.1	11.9	0.7	18.1	10.3	-4.0	12.7	-10.2	-18.5	7.3
COc1ccc(C2CC(=O)c3cnc(N4CCN(Cc5ccccc5)CC4)nc3C2)cc1 (configuration not stated)
→ 5.0	-4.8	15.0	-1.4	4.7	-4.2	1.4	13.8	3.7	-4.8	5.9
O=C(Cn1c(NCCCO)nc2ccccc21)c1ccc(Br)cc1
→ 1.8	20.3	-1.6	-2.7	-6.1	11.8	0.1	13.5	2.8	-11.3	-2.3
Cc1ccc(C(=O)N2CCN(c3ccc([N+](=O)[O-])c(NCc4ccco4)c3)CC2)cc1
→ 0.8	16.7	30.8	-2.4	31.7	1.2	2.8	15.9	13.2	-8.6	38.9
O=C(O)Cn1ccc2ccccc21
→ 2.8	4.1	11.7	-6.8	-1.7	-27.5	-0.2	-17.6	1.8	0.8	-0.3
CC(C(=O)Nc1ccccc1)N1C(=O)c2ccccc2C1=O (configuration not stated)
→ -1.6	17.5	-2.4	-6.9	9.0	27.6	-0.9	2.7	11.2	-1.1	0.6
COc1ccc(C(=O)Cn2cnc3ccc(Cl)cc3c2=O)cc1F
→ -0.4	14.5	-6.1	-18.3	-1.4	8.0	-1.0	-11.4	-20.6	5.2	2.4
CCNC(=O)c1ccccc1SCc1ccccc1
→ -3.8	-5.0	20.7	9.3	-14.3	-2.8	2.3	4.7	-25.6	1.5	-10.6
Cc1cccc(C)c1NS(=O)(=O)c1ccc2c(c1)NC(=O)CO2
→ 1.0	17.1	6.1	-1.7	7.5	8.9	-2.7	-7.1	19.4	1.3	-0.4
CCCCCC(=O)N1C[C@H](n2cc(-c3ccc(F)cc3)nn2)[C@@H](O)C[C@@H]1c1ccc(Cl)cc1
→ 4.7	8.8	20.5	-7.6	16.8	26.6	.	.	-22.6	30.7	-2.5
COc1ccc(Br)cc1/C=C/C(=O)c1ccc(NC(C)=O)cc1
→ 3.4	84.7*	106.0*	16.6	96.9*	42.3	-3.2	82.0*	-10.6	-26.4	4.0
CC(=O)N1CCC(C(=O)Nc2ccc(S(=O)(=O)N3CCC(C)CC3)cc2)CC1
→ -0.2	6.0	7.0	3.1	9.1	-6.6	-1.9	13.5	-8.6	6.4	5.4
CC(C)CC(=O)NN1CCCCC1
→ 7.5	9.0	6.6	8.6	-7.8	0.6	-1.4	13.4	-12.5	-11.1	-3.0
COc1ccc(-n2c(SCC(=O)Nc3ccc(Br)cc3)nc(O)cc2=O)cc1
→ -0.3	11.9	7.8	8.0	-6.1	-6.9	6.0	3.1	-7.5	-7.4	-5.8
O=C(O)C1CCCN1S(=O)(=O)c1ccc(Cl)c(Cl)c1 (configuration not stated)
→ -0.2	8.9	0.9	-17.1	2.2	-2.1	2.4	-0.4	9.4	16.6	1.8
N#CC1=C(c2ccccc2)/C(=C/c2ccccc2)OC1=O
→ 0.0	89.5*	104.3*	-6.7	95.2*	41.6	0.7	92.2*	-20.8	48.1	12.6
Cc1ccc(S(=O)(=O)N2CCC(C(=O)OCC(=O)N3CC(C)CC(C)C3)CC2)cc1C (configuration not stated)
→ -0.5	-9.5	7.8	7.2	-10.3	-21.2	0.6	-8.4	1.0	-6.2	-3.8
COc1cccc(NC(=O)CSc2nnc(Cc3cccn3C)n2-c2ccc(F)cc2)c1
→ 3.8	0.9	14.2	20.0	11.1	-22.0	2.8	3.2	-6.8	-0.9	-5.8
COc1cc(OC)cc(C(=O)N[C@H](C(=O)Nc2ccc(NC(C)=O)cc2)C(C)C)c1
→ -0.3	17.2	5.4	6.3	-4.9	5.8	-0.5	-5.7	8.7	3.8	0.1
COc1cccc2cc(C(=O)n3ccc(C)n3)c(=O)oc12
→ 2.2	13.2	4.8	6.1	-2.4	-3.6	1.6	-5.6	-11.3	-13.0	0.4
CCN(CC(=O)Nc1ccc(NC(C)=O)cc1)C(=O)C1(c2ccc(Cl)cc2)CCC1
→ 3.3	50.9*	16.9	12.3	12.6	-53.6	.	.	47.8	6.1	-1.3
C(=NOCc1ccccc1)c1cccnc1
→ 1.4	-197.8	-221.3	0.0	-21.7	-15.8	.	-57.0	-50.4	9.0	-7.3
Cc1cc(C)n(-c2ccc(Oc3ccccc3)c(S(=O)(=O)O)c2)n1
→ 2.6	16.2	7.3	0.4	2.7	7.4	7.9	-10.9	-5.5	-3.8	7.7
C=CCn1c2ccccc2n2nc(C)c(=O)nc12
→ 4.7	6.3	11.3	-5.1	-8.4	-8.8	1.7	-4.1	7.0	-0.8	-4.3
CCOc1ccccc1NC(=O)NNS(=O)(=O)c1cc(C)ccc1C
→ 0.4	13.7	19.9	-25.5	-6.4	-0.2	.	9.2	34.5	-14.0	3.3
COC(=O)Cc1c(O)ccn(CCc2c[nH]c3ccc(OC)cc23)c1=O
→ -0.8	13.6	5.6	-6.4	-4.0	9.4	0.4	17.8	-21.0	-0.6	-2.4
CC(=O)Oc1ccc(C(=O)Nc2cc(C)ccc2NC(=O)COc2ccccc2)cc1
→ -0.8	-17.8	14.0	0.2	12.0	15.1	-0.4	3.3	-61.8	-15.5	-5.1
Cc1ccc(Cc2c(C)nc3nc(SCC(=O)NCc4ccco4)nn3c2C)cc1
→ 5.0	14.0	5.9	-6.0	13.2	6.6	-3.9	27.7	-95.8	17.6	5.7
OCc1nc2ccccc2n1CCCOc1ccc(Br)cc1
→ 1.2	-173.4	-197.3	-0.8	-41.2	-20.5	3.3	-54.6	-66.9	9.3	-9.4
CN(CCC#N)C(=O)CSc1ncnc2sc(-c3ccccc3)cc12
→ -3.0	-156.8	-108.6	-5.4	-49.6	-11.8	3.0	-49.4	-53.5	-2.1	3.1
Cc1ccc(NC(=O)CN2CCC(Cc3ccccc3)CC2)cc1S(=O)(=O)N(C)C
→ -3.1	19.4	33.6	-7.3	-2.7	8.9	-3.1	1.0	11.4	5.8	-11.6
CC(/C=C/c1ccccc1)=N\NC(=O)CSc1ccccn1
→ 0.5	-23.4	-30.9	4.0	-2.5	-4.8	-5.1	-2.6	-20.5	-3.3	-11.6
COc1ccc(/C=N\NC(=O)c2ccc(-c3ccccc3)cc2)cc1COC(C)=O
→ 2.3	1.5	-19.8	-2.6	9.3	14.9	-1.3	-3.5	-3.5	16.2	3.6
O=C(COc1ccc2c3c(c(=O)oc2c1)CCCC3)N1C[C@H]2C[C@@H](C1)c1cccc(=O)n1C2
→ -1.4	9.1	1.9	7.6	9.4	-21.6	-3.1	-6.4	-19.0	6.3	-3.3
Cc1ccc(C)c(Cn2nnc3c(=O)[nH]c(C4CCCN(C(=O)C5CCC5)C4)nc32)c1 (configuration not stated)
→ -0.7	0.3	27.2	6.0	3.7	-0.7	1.9	5.6	-16.1	1.4	-2.1
Cc1ccc(-n2c(=O)[nH]c3ncccc3c2=O)cc1
→ 1.0	8.3	1.7	8.4	-7.5	2.6	-1.4	-8.9	-21.0	14.0	-8.1
O=C(CCNC(=O)c1ccc(Cl)cc1)NCCCN1CCOCC1
→ 0.2	-1.0	-10.4	-2.5	-4.5	12.4	0.4	1.2	-5.8	-0.4	-1.7
Cc1ccc(O)c(NC2=C(Cl)C(=O)N(Cc3ccccc3)C2=O)c1
→ -1.5	-12.2	4.6	9.9	-5.6	-6.2	.	7.7	6.9	0.3	-8.0

Source: PubChem BioAssay (several laboratories)
